# Assay outcomes (PubChem)
# TRHR enhancer: qHTS for Small Molecule Agonists and Allosteric Enhancers of Human TRH Receptor: Primary Screen for Enhancers | 360,000 compounds, 0.66% hits | TRHR cells, fluo-8 calcium fluorescence, EC20 TRH enhancement | AID 493056, 2011 | Thyrotropin-releasing hormone receptor (Homo sapiens), P34981 | enhancement, % at 2 µM; in the data active means enhancement above about 30%; further: 0% is about no effect
#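 Enhancer read-out: after compound pinning and an initial kinetic agonist-mode read, an EC20 of TRH (10 nM final) was injected and fluo-8 calcium signal (Ex 480/Em 530) followed at 1 s/cycle for 100 cycles in TRHR-expressing cells.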
# mIDH1 inhibitor: qHTS for Inhibitors of mutant isocitrate dehydrogenase 1 (IDH1): qHTS. IDH1-R132H enzyme, NADPH consumption, diaphorase/resazurin fluorescence. Potency, µM (top dose mostly 76.6 µM), for the others: at the highest dose activity change, negative = inhibition, usual class: inhibitors. 390,000 compounds, 0.093% hits. AID 602179, 2012; further: potency means the concentration at half of the fitted maximal effect; on the % scale 0 is the no-effect control and ±100 the full control effect; nearly all actives have a fitted effect of over 65% in size
# Target sequence (O75874 whole entry R132H, stated change not applied): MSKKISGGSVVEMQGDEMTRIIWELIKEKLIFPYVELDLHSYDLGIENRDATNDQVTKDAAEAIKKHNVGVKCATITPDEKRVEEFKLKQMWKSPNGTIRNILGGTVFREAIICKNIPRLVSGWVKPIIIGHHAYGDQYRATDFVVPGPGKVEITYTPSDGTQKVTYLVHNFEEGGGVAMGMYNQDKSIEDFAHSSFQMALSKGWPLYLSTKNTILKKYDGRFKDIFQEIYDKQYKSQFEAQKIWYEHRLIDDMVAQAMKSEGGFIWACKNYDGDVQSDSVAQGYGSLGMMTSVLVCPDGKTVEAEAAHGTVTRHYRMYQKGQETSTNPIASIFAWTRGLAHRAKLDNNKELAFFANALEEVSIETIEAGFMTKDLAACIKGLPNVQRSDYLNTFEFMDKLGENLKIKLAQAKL
#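 IDH1-R132H (0.5 ug/mL) preincubated 30 min with compound, then NADPH (0.016 mM) and alpha-KG (2 mM) added; 80 min at RT, pH 7.5. Remaining NADPH coupled via diaphorase/resazurin to fluorescence (540/590 nm); concentration-response curves normalized to no-enzyme control.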
# TRHR ag: qHTS for Small Molecule Agonists and Allosteric Enhancers of Human TRH Receptor: Primary Screen for Agonists | Thyrotropin-releasing hormone receptor (Homo sapiens), P34981 | TRHR cells, calcium flux fluo-8, FDSS agonist mode | activation, % at 2 µM | 360,000 compounds, 0.18% hits; in the data active means activation above about 30%; further: 0% is about no effect
#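 Agonist-mode FDSS calcium read (Ex 480/Em 530, 1 s cycles) in 1536-well TRHR cells with fluo-8 dye, after 10-cycle baseline and 23 nL compound addition; TRH at EC20 (10 nM final) added afterwards for the enhancer phase.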
# USP1 inh: Inhibitors of USP1/UAF1: Primary Screen; 390,000 compounds, 0.23% hits; Potency, µM (top dose mostly 57.1 µM), for inactives: at the highest dose activity change, negative = inhibition, actives largely listed as inhibitors; recombinant USP1/UAF1, Ub-Rhodamine cleavage fluorescence; Ubiquitin carboxyl-terminal hydrolase 1 (Homo sapiens), O94782; further: potency means the concentration at half of the fitted maximal effect; on the % scale 0 is the no-effect control and ±100 the full control effect; nearly all actives have a fitted effect of over 60% in size; inactives centre near -12
#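 USP1/UAF1 complex (1 nM) preincubated 15 min at room temperature with compound, then Ub-Rho substrate (150 nM final) added. Kinetic fluorescence at 480/540 nm over 6 reads at 60 s intervals; 50 mM HEPES pH 7.8, 0.5 mM EDTA, 0.1 mg/ml BSA, 1 mM TCEP, 0.01% Tween-20.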
# TrxR1 inh: qHTS Assay for Inhibitors of Mammalian Selenoprotein Thioredoxin Reductase 1 (TrxR1): qHTS; 390,000 compounds, 1% hits; Potency, µM (doses to about 114 µM), for the others: at the highest dose activity change, negative = inhibition, actives largely listed as inhibitors; Thioredoxin reductase 1, cytoplasmic (Rattus norvegicus), O89049; AID 588453, 2011; recombinant rTrxR1, NADPH fluorescence consumption, selenite substrate; further: potency means the concentration at half of the fitted maximal effect; on the % scale 0 is the no-effect control and ±100 the full control effect; nearly all actives have a fitted effect of over 65% in size
# Target sequence (O89049 whole entry, looked up): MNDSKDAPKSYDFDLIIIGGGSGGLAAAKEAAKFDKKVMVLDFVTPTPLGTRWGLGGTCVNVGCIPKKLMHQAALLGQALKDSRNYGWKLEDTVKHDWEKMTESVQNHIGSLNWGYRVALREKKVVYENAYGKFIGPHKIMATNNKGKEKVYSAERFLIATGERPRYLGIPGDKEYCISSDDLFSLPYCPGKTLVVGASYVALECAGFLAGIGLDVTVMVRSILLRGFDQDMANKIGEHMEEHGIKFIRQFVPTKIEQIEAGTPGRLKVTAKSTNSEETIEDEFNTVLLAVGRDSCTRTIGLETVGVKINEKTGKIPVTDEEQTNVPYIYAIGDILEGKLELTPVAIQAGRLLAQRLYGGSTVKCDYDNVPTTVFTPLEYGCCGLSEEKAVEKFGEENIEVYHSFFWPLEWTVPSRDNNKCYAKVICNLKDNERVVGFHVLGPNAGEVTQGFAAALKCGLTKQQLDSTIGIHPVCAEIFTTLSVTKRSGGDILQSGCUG
#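 Rat TrxR1 (90 nM in the dispensed reagent) was pre-reduced with 400 uM NADPH for 5 min at room temperature, then incubated with compound for 15 min. After 400 uM selenite was added, NADPH fluorescence (Ex 340/Em 450 nm) was followed for 8 min.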
# PI4K2A block: qHTS for small molecular inhibitors of PI4K2A | Phosphatidylinositol 4-kinase type 2-alpha (Homo sapiens), Q9BTU6 | purified PI4K2A, ADP-Glo luminescence, 1 h; stronger effect = lower value | activity change, negative = inhibition, % at 76.9 µM | 420,000 compounds, 0.13% hits | AID 1346378, 2018; in the data active means activity change below about -50%; inconclusive means mostly about -30% to -49%;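 further: -100% = wells without enzyme as full effect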
#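 Compounds are screened against recombinant PI4K2A using PI as substrate and ATP, the latter dispensed at 300 microM. Reactions run one hour at ambient temperature before ADP-Glo detection; full inhibition defined by wells lacking enzyme.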
# TrxR1 substrate: qHTS Assay for Substrates of Mammalian Selenoprotein Thioredoxin Reductase 1 (TrxR1): qHTS; Thioredoxin reductase 1, cytoplasmic (Rattus norvegicus), O89049; purified TrxR1 substrate turnover, NADPH consumption readout; Potency, µM (top dose mostly 114 µM), for the others: at the top dose activity change, negative = substrate turnover; 390,000 compounds, 0.01% hits; AID 588456, 2011; further: potency means the concentration at half of the fitted maximal effect; on the % scale 0 is the no-effect control and ±100 the full control effect; nearly all actives have a fitted effect of over 50% in size
#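 Rat TrxR1, dispensed at 90 nM, was prereduced with 400 uM NADPH (final) for 5 min at ~22 deg C, then incubated with compound 15 min before 400 uM selenite. A first-read NADPH fluorescence drop versus no-compound background flagged substrates.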
# D2 ag: HTS Assay for Allosteric Agonists of the Human D2 Dopamine Receptor: Primary Screen for Agonists; AID 485358, 2010; activation, % at 2 µM; HEK293 T-REx D2 cells, calcium flux agonist mode; 340,000 compounds, 0.53% hits; D(2) dopamine receptor (Homo sapiens), P14416;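 active means activation over 3 SD above normal in the single-dose calcium agonist read, cut at about 30% in these data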; further: 0% is about no effect
#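 Agonism scored from kinetic calcium signal (1 read/sec, 180 s) following compound pin transfer, after a 10 s baseline. Cells: HEK293 Trex line expressing inducible D2 receptor coupled to calcium, dye-loaded after overnight culture at 30 C.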
# D2 antag: HTS Assay for Allosteric Antagonists of the Human D2 Dopamine Receptor: Primary Screen for Antagonists. inhibition, % at 10 µM. HEK293 TREx D2 cells, calcium flux, dopamine EC80. 340,000 compounds, 2% hits; in the data active means inhibition above about 30%; further: 0% is about no effect
#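 Dopamine at EC80 is the agonist stimulus; test compounds precede it by 180 s. Calcium flux read kinetically in a force-coupled, inducible HEK293 T-REx D2 cell line.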
# An asterisk follows results filed as active; ? = inconclusive; . = not tested or not shown; [ ] = remark or other dose. Unless noted, the call rests on the fitted dose curve; in most records, active means well fitted inhibition curve with a large enough effect; inconclusive means small, poorly fitted or top-dose-only effect; inactive means no such curve, though single readings can be large or run the other way. Outcome played no part in choosing rows. Share with any hit: about 3.9%.
SMILES,TRHR enhancer,mIDH1 inhibitor,TRHR ag,USP1 inh,TrxR1 inh,PI4K2A block,TrxR1 substrate,D2 ag,D2 antag
O=C(c1ccc(Br)cc1)N1CCCC(c2nc(-c3cccs3)no2)C1 (centres undefined),-2,-1%,0.9,-23%,7%,-1,-4%,-2.7,-1
COCCNC(=S)N(CCc1c(C)[nH]c2ccc(F)cc12)Cc1ccco1,2,-3%,3.3,-6%,-9%,0,-4%,2.0,7
Cc1cccc(NC(=O)C(=O)NCCc2c[nH]c3ccccc23)c1C,4,3%,1.6,-17%,10%,0,5%,.,.
Cc1cc(C)cc(NC(=O)Cn2cc(C(=O)c3ccncc3)c(=O)c3cc(C)c(C)cc32)c1,-1,.,-0.1,-34%,6%[57.1 µM],-5,0%[57.1 µM],0.6,.
Cc1ccc(C)c(N2C(=O)N(C)c3ccccc3S2(=O)=O)c1,0,-5%,-0.6,-19%,4%[57.1 µM],4,4%[57.1 µM],.,.
O=C(NCCN1CCOCC1)c1cc(-c2ccccc2)on1,-3,-5%,0.4,-6%,-6%,3,6%,0.7,-9
C/C(=N\NC(=O)c1ccc(-c2ccccc2)cc1)c1cccc(N)c1,-3,2%,0.6,?,7%[57.1 µM],0,2%,0.4,2
COC(=O)CSc1nnc(CNC(=O)c2ccco2)n1-c1ccc(F)cc1,-5,0%,0.3,-13%,-17%,2,12%,0.4,10
Cc1ccc(NC(=O)C(CC(C)C)NC(N)=O)cc1Cl (centres undefined),0,-3%,-0.3,-6%,14%,-2,-4%,-0.7,14
O=C(NCCS(=O)(=O)c1ccc(Cl)cc1)c1ccc(F)cc1,1,3%,-0.8,-23%,13%[57.1 µM],2,8%[57.1 µM],-0.1,9
CCOc1ccccc1CNC(=O)Cn1c(=O)c2cccn2c2ccc(F)cc21,1,6%,0.2,1%,25%,3,4%[11.4 µM],-0.3,.
O=C(CN(c1cccc(C(F)(F)F)c1)S(=O)(=O)c1ccc(Cl)c([N+](=O)[O-])c1)NCc1ccccc1,-6,0%,-0.2,-4%,?,1,-6%,0.2,3
CC(C)(O)C(=O)NN(C(=O)c1ccccc1)c1cccc(Br)c1,-5,1%,0.0,2%,7%[57.1 µM],-8,7%[57.1 µM],-1.1,1
Cc1nc2ccc(C(=O)N3CCN(Cc4ccccc4)CC3)cc2[nH]1,-4,-2%,6.7,-19%,9%,2,9%,1.2,29
CCn1nnnc1SCC(=O)Nc1ccc(OC)cc1,-1,1%,-0.1,-2%,3%,0,1%,0.6,-11
CCc1c(C(=O)NNC(=S)Nc2ccc(S(=O)(=O)Nc3ncccn3)cc2)csc1C,6,0%,0.2,-11%,-13%,-5,4%,0.0,0
COCCN(C)Cc1nc(C(c2ccccc2)c2ccccc2)no1,3,-2%,0.1,-25%,8%,-3,-2%,-0.1,-7
Cc1ccc2nc(Cn3cc(C(F)(F)F)ccc3=O)cc(=O)n2c1,2,-6%,0.5,-21%,-8%,5,17%,2.4,5
CCc1ccc(-c2nc(CN3CCC(C(=O)NCc4ccc(F)cc4)CC3)c(C)o2)cc1,23,8%,1.6,-19%,17%,7,6%,1.1,4
O=C(NCCc1ccccc1)C1CCN(S(=O)(=O)c2ccc(-n3cnnn3)cc2)CC1,-5,1%,0.5,-8%,0%,22,-6%,0.6,12
COc1ccccc1CN1CCCC(C(=O)N(C)Cc2ccccc2)C1 (centres undefined),3,4%,0.0,-15%,2%,0,-1%,0.5,-3
O=C(Cn1cc(SCc2cccc(C(F)(F)F)c2)c2ccccc21)N1CCCCCC1,-4,-7%,1.2,4%,16%,-2,-8%,0.9,.
COc1ccc(C(=O)NC(=S)N2CCOCC2)cc1Br,0,15%,0.2,-19%,6%,-2,8%,0.8,-2
COC(=O)c1sc(N)c(C(=O)OC)c1COC(=O)CCNS(=O)(=O)c1ccc(C)cc1,-1,1%,-0.4,-10%,5%[57.1 µM],7,8%,-0.7,4
CCOC(=O)c1c(C)oc2nc(C)nc(NCc3ccccc3OCC)c12,43*,14%,-1.3,-7%,18%,4,-12%,0.3,.
# Remaining list, next part.
SMILES,TRHR enhancer,mIDH1 inhibitor,TRHR ag,USP1 inh,TrxR1 inh,PI4K2A block,TrxR1 substrate,D2 ag,D2 antag
Cn1c(=O)n(-c2ccc(F)c(Cl)c2)c(=O)c2sc3ccccc3c21,-2,1%,0.4,-9%,3%,0,6%,0.9,.
COc1ccc(OCC(=O)NNC(=O)C2CCN(c3ncnc4sc(C)c(C)c34)CC2)cc1,14,5%,-3.9,-21%,19%,-3,2%,0.1,-17
CC(C)COC(=O)Nc1nnc(SCCOc2ccccc2)s1,-2,2%,1.9,-8%,9%,-1,-3%,0.5,5
COc1ccc(/C=C/C(=O)OCC(=O)NCCC2=CCCCC2)cc1S(=O)(=O)N1CCOCC1,-13,5%,-0.5,-2%,15%,3,-6%,1.7,-5
CN(Cc1ccccc1)C(=O)c1ccc(NC(=O)Cc2ccc(NC(=O)C3CCN(S(=O)(=O)c4cccc([N+](=O)[O-])c4)CC3)cc2)cc1,.,-8%,.,-24%,14%,-3,-5%,.,.
Cc1ccc(C(=O)Nc2ccc(C(=O)NCC3CCCO3)cc2)cc1 (centres undefined),-7,0%,-0.5,-7%,30%,4,-1%,.,.
COc1ccc2nc(N(Cc3cccnc3)C(=O)C3CCCCC3)sc2c1,5,-2%,-0.2,-11%,18%[57.1 µM],-7,2%[57.1 µM],0.5,.
Cc1c(C(=O)O)oc2c1-c1nn(Cc3ccc(Cl)cc3)cc1CC2,-5,.,0.9,-18%,?,1,17%,0.5,.
CCc1ccccc1NC(=O)CN(C1CCCCC1)S(C)(=O)=O,-8,1%,0.3,-17%,16%[57.1 µM],1,-5%[57.1 µM],-1.1,2
O=C(c1ccccc1)n1nc(-c2ccco2)nc1NCc1cccs1,4,-21%,-0.5,?,4%,5,11%,-1.3,.
Cc1ccc(C(=C2C3C=CC2C2C(=O)NC(=O)C32)c2ccc(C)cc2)cc1 (centres undefined),-3,-12%,-0.2,-15%,11%[57.1 µM],5,1%[57.1 µM],-0.1,2
CC(C)c1nc(SCC(=O)NC2CCCCC2)c2ccccc2n1,-5,0%,0.5,-18%,24%,1,4%,-0.1,-16
c1ccc2nc(-c3ccc(-n4ccnc4)cc3)ccc2c1,-6,-4%,-0.5,-10%,11%,0,-1%,-1.1,-10
Cc1ccc(-c2nnc(Nc3cccc(Cl)c3)c3ccccc23)cc1S(=O)(=O)NCC1CCCO1 (centres undefined),9,3%,0.5,-18%,16%,-5,4%,-1.9,.
O=C(NNC(=S)NCc1ccccc1)c1ccc2c(c1)OCO2,-2,3%,0.7,3%,19%[0.0914 µM],-3,13%[0.0914 µM],0.6,-3
COc1cc2cc(CCCOC(=O)c3cc(OC)c(OC)c(OC)c3)oc(=O)c2cc1OC,.,8%,.,-31%,17%[57.1 µM],1,2%,.,.
O=C(COC(=O)Cc1ccc(F)cc1)NCCc1ccccc1,-1,1%,-0.7,4%,-9%,-3,-8%,0.1,-7
CC(C)(Cc1ccc(O)cc1)NC(=O)CC(=O)N=Nc1c(O)[nH]c2cc(Br)ccc12,1,-3%,-0.7,-6%,7%,5,-11%,.,.
CO/N=C/c1c(-c2ccccc2)nn(C)c1Cl,-4,1%,-0.4,-2%,9%[11.4 µM],7,5%[11.4 µM],2.6,1
C=C(C)COc1ccc(-c2nc(N)ncc2-c2ccc(Cl)cc2)c(O)c1,17,1%,1.1,-23%,22%,6,-10%,0.6,2
Cc1ccc(-c2ccc(CCC(=O)O)n2-c2ccc(O)cc2)cc1,-4,0%,-0.4,-3%,?,0,-8%,-0.5,0
Cn1c(N)c(C(=O)c2cc(-c3ccncc3)nc3ccccc23)c(=O)n(C)c1=O,2,4%,0.5,?,0%[57.1 µM],2,4%[57.1 µM],1.2,-10
Nc1c(-c2ccccc2)c(CN2CCOCC2)nn1-c1ccccc1,-3,12%,0.4,-5%,37%,2,2%,0.6,-2
CC(=O)c1ccc(S(=O)(=O)N2CCC(NC(=O)Nc3cccc(F)c3)CC2)cc1,-4,4%,-1.9,-17%,16%[57.1 µM],-1,-9%[57.1 µM],-1.6,-14
CC1(C)Oc2ccc3ccc(=O)oc3c2C(N2CCCCC2)C1O (centres undefined),-5,3%,0.9,-16%,?,4,21%,-0.6,-10

# Full records from above.
# CC1(C)Oc2ccc3ccc(=O)oc3c2C(N2CCCCC2)C1O (centres undefined) is listed as TRHR enhancer = -5; mIDH1 inhibitor = 3%; TRHR ag = 0.9; USP1 inh = -16%; TrxR1 inh = ?; PI4K2A block = 4; TrxR1 substrate = 21%; D2 ag = -0.6; D2 antag = -10
# CC(C)c1nc(SCC(=O)NC2CCCCC2)c2ccccc2n1 is listed as TRHR enhancer = -5; mIDH1 inhibitor = 0%; TRHR ag = 0.5; USP1 inh = -18%; TrxR1 inh = 24%; PI4K2A block = 1; TrxR1 substrate = 4%; D2 ag = -0.1; D2 antag = -16
